Screening results: PubChem BioAssay, National Center for Advancing Translational Sciences (NCATS)
KCNH2 3.1 inh: qHTS for Inhibitors of KCHN2 3.1: Mutant qHTS; Potassium voltage-gated channel subfamily H member 2, brain isoform KCNH2 3.1 (human); U2OS KCNH2 3.1, thallium flux FluxOr; hits give low values; activity change, % (tested at about 1.8 µM); hit rate 0.95% among 340,000; AID 720553, 2013;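 active means maximum activity change below -70%; inconclusive means maximum activity change from -70% to -50%; inactive means maximum activity change above -50%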;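 further: thallium influx rate constant from kinetic fluorescence after stimulation buffer; on the % scale 0 is the no-effect control and ±100 the full control effect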
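Virally transduced U2OS (3.1 isoform, 4 h infection in dark at RT) → overnight 37 C → FluxOr + Red40 in HBSS/HEPES, 45 min → stimulation buffer, 2 min kinetic read → rate constant vs DMSO controls.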
FLuc counter: qHTS profiling assay for firefly luciferase inhibitor/activator using purifed enzyme and Km concentrations of substrates (counterscreen for miR-21 project); Potency, µM (titrated, usually from 57.5 µM), without a hit: at the top dose activity change, negative = inhibition, usual class: inhibitors; purified FLuc, Km substrates, luminescence inhibition; Luciferin 4-monooxygenase (Photinus pyralis), P08659; hit rate 6.9% among 360,000;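 further: potency means the concentration at half of the fitted maximal effect; plate controls were vehicle for no effect and reference inhibitor for full effect; nearly all actives have a fitted effect of over 55% in size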
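Purified P. pyralis luciferase, 10 nM final, with Km-level 10 uM D-luciferin and 10 uM ATP in 50 mM Tris acetate pH 7.5, 10 mM Mg acetate, 0.01% Tween-20, 0.05% BSA; 6-point qHTS titration about 60 µM downward; luminescence read.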
Coupling enz: qHTS Assay for Inhibitors of Fructose-1,6-bisphosphate Aldolase from Giardia Lamblia: Coupling assay counterscreen | coupling enzyme system counterscreen, AmpLite Red fluorescence | activity change, negative = inhibition, % at 58.2 µM, hits read low | hit rate 0.67% among 290,000; in the data active means activity change below about -30%; further: on the % scale 0 is the no-effect control and ±100 the full control effect
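Compounds tested against the coupling enzymes alone at 57.5 uM final; readout was AmpLite Red fluorescence (525/598 nm) after 20 min at RT.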
uPA surface inh: qHTS for Inhibitors of Cell Surface uPA Generation; cell surface uPA generation assay, qHTS; Potency, µM (series often up to 38.3 µM), without a hit: top-dose activity change, negative = inhibition, hits mostly inhibitors; hit rate 0.31% among 330,000; active means well fitted inhibition curve with a large enough effect; inconclusive means small, poorly fitted or top-dose-only effect; inactive means no such curve, though single readings can be large or run the other way; tested in mouse RAW 264.7 cells; further: potency means the concentration at half of the fitted maximal effect; on the % scale 0 is the no-effect control and ±100 the full control effect; nearly all actives have a fitted effect of over 55% in size
ELG1 genotoxic: qHTS screen for small molecules that induce genotoxicity in human embryonic kidney (HEK293T) cells expressing luciferase-tagged ELG1 | HEK293T ELG1-luciferase reporter, luminescence, 16 h | Potency, µM (titrated, usually from 46 µM), inactives show at the top dose activity change, positive = activation, actives largely listed as activators | hit rate 1.3% among 330,000 | AID 504466, 2011; further: potency means the concentration at half of the fitted maximal effect; % of control where 0% means no effect; nearly all actives have a fitted effect of over 60% in size
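ELG1-luciferase HEK293T cells, 2,000/well; compound pinned in; 16 hr, 37 °C, 5% CO2; ONE-Glo, 30 min RT; luminescence on CCD imager.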
RORgamma inh: qHTS for inhibitors of ROR gamma transcriptional activity | Nuclear receptor ROR-gamma (Mus musculus), P51450 | Drosophila S2 Gal4-RORgamma UAS-luciferase reporter, 20 h | Potency, µM (titrated, usually from 53.6 µM), for inactives: at the highest dose activity change, negative = inhibition, hits mostly inhibitors | hit rate 5.4% among 310,000 | AID 2551, 2010; further: potency means the concentration at half of the fitted maximal effect; on the % scale 0 is the no-effect control and ±100 the full control effect; nearly all actives have a fitted effect of over 60% in size
Target sequence (P51450 whole entry, looked up, the tested form may be a part): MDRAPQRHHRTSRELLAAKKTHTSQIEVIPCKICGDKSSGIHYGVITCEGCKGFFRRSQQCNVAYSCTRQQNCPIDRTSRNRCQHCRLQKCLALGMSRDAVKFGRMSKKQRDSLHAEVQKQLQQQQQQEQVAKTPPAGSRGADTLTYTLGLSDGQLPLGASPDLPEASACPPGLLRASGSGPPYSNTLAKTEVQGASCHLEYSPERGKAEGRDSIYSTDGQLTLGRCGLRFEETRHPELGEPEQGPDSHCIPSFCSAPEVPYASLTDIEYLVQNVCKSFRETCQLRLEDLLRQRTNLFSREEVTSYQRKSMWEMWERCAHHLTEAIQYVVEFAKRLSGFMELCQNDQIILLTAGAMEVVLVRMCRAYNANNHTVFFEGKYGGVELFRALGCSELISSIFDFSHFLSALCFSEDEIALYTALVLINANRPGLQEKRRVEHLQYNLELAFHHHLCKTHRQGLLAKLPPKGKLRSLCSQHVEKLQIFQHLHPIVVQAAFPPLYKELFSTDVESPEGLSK
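Read-out: Photinus luciferase luminescence; inhibitors lower reporter signal. Insect Schneider cells with Gal4-ROR gamma fusion under metallothionein promoter, UAS reporter; 700 uM final copper sulfate induction, 20 hr, ambient temperature.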
Gal4-VP16 FLuc: VP16 counterscreen qHTS for inhibitors of ROR gamma transcriptional activity; Drosophila S2 Gal4-VP16 UAS-luciferase, luminescence, 20 h; Potency, µM (doses to about 53.6 µM), without a hit: at the top dose activity, negative = inhibition, most hits filed as inhibitors; hit rate 3.5% among 310,000;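 further: Gal4-VP16 expression switched on by copper sulfate through the metallothionein promoter; potency means the concentration at half of the fitted maximal effect; on the % scale 0 is the no-effect control and ±100 the full control effect; nearly all actives have a fitted effect of over 50% in size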
NPC1 promoter act: qHTS Assay for NPC1 Promoter Activators; Huh7 NPC1 promoter luciferase reporter, 24 h; Potency, µM (series often up to 9.22 µM), for the others: at the highest dose activation, usual class: activators; hit rate 2.4% among 320,000; AID 485313, 2010;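 further: potency means the concentration at half of the fitted maximal effect; % of control where 0% means no effect; nearly all actives have a fitted effect of over 60% in size; reporter is driven by a mutant NPC1 promoter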
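Huh7 cells stably carrying NPC1 promoter–luciferase, plated in Opti-MEM with 10% FBS for 2 h, were exposed to compound in DMSO for 24 h at 37 °C; luciferase reagent was added for 10 min and luminescence read.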
Rab9 promoter act: qHTS Assay for Rab9 Promoter Activators. Huh7 Rab9 promoter-luciferase reporter, luminescence, 24 h. hit rate 2.8% among 320,000. Potency, µM (titrated, usually from 9.22 µM), inactives show at the top dose activation, negative = inhibition, most hits filed as activators; further: potency means the concentration at half of the fitted maximal effect; % of control where 0% means no effect; nearly all actives have a fitted effect of over 60% in size
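Steps: seed 1500 Huh7 Rab9-luc cells per well, rest 2 h at 37 °C; add compound in DMSO; incubate 24 h; add luciferase reagent, 10 min ambient; read luminescence.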
Tb PFK block: qHTS Assay to Find Inhibitors of T. brucei phosphofructokinase; ATP-dependent 6-phosphofructokinase (Trypanosoma brucei brucei), O15648; T. brucei PFK, ADP-Glo luminescence; Potency, µM (highest dose often 57.5 µM), inactives show top-dose activity, negative = inhibition, most hits filed as inhibitors; hit rate 0.17% among 330,000;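 further: potency means the concentration at half of the fitted maximal effect; 0% = uninhibited 1x PFK enzyme wells and -100% = no-enzyme wells; nearly all actives have a fitted effect of over 60% in size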
Target sequence (O15648 whole entry, looked up): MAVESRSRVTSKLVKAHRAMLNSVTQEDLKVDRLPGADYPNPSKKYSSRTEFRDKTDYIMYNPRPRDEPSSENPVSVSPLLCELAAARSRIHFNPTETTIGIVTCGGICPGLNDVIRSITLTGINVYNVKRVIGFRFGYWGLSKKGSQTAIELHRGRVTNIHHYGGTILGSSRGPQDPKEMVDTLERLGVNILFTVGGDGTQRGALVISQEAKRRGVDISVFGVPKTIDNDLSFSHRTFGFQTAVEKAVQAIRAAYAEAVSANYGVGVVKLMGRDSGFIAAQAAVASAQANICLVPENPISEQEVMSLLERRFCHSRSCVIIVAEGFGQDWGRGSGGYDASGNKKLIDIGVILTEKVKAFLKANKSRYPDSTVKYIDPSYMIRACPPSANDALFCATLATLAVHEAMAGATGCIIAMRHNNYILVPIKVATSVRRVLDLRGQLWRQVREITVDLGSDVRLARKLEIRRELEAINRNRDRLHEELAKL
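1.25 nM PFK with 0.5 mM F6P and 0.1 mM ATP in 0.1 M TEA pH 8.0, 5 mM MgCl2, incubated 45 min at room temperature; ADP measured by ADP-Glo luminescence; compounds titrated up to 57 uM.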
Giardia kill: Small Molecules that selectively kill Giardia lamblia: qHTS; hit rate 0.15% among 340,000; activity change, % at 7.66 µM, hits read low; Giardia lamblia trophozoite viability; AID 540267, 2011; in the data active means activity change below about -80%; inconclusive means between about -30% and that limit;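 further: parasites exposed to compound for two days anaerobically before the ATP read; on the % scale 0 is the no-effect control and ±100 the full control effect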
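Killing of trophozoites was scored by loss of ATP luminescence after a 48 hrs anaerobic exposure to compounds at 37 deg C, using 100 cells per well.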
Active calls of the source: *; ? = inconclusive; nt = no result given; [ ] = dose if it differs, or a comment. Unless noted, the call rests on the fitted dose curve; in most records, active means well fitted curve in the direction sought with a large enough effect; inconclusive means small, poorly fitted or top-dose-only effect, or another doubt; inactive means no such curve, though single readings can be large; an effect the other way counts as inactive or inconclusive.

SMILES	KCNH2 3.1 inh	FLuc counter	Coupling enz	uPA surface inh	ELG1 genotoxic	RORgamma inh	Gal4-VP16 FLuc	NPC1 promoter act	Rab9 promoter act	Tb PFK block	Giardia kill
Cc1ccccc1NC(=O)C12CC3CCC1(C)C3(C)CO2 (stereo not given)	6	-1%	0	-4%	-6%	-13%	5%	1%	-4%	-6%	-9
O=C(N/N=C\C=C\c1ccc(Br)cc1)c1ccc2c(c1)OCO2	-16	3%	1	-10%	5%	13µM*	4.5µM*	1%	-3%	-5%	5
Fc1ccc(C2c3cccn3CCN2C(=S)Nc2cccc(Br)c2)cc1 (stereo not given)	-20	-3%	-7	5%	-3%	8.9µM*	?	-3%	-1%	3%	-4
Cc1cc(=O)c2n(Cc3ccccc3Cl)nc[n+]2[nH]1	5	-4%	-7	0%	-1%	12%	-5%	3%	3%	1%	9
CCN(Cc1ccccc1)C(=O)Cn1c(C(C)O)nc2ccccc21 (stereo not given)	-1	-2%	-2	6%	1%	-4%	-2%	1%	1%	-1%	9
COc1ccc(C(CC(=O)O)NC(=O)OC(C)(C)C)cc1 (stereo not given)	10	1%	2	5%	0%	-1%	-4%	-4%	2%	-16%	-2
COc1ccccc1CNC(=O)C(NS(=O)(=O)c1ccc2c(c1)oc(=O)n2C)C(C)C (stereo not given)	3	5%	3	3%	2%	-17%	6%	-2%	4%	-2%	-7
CC(C)(C)CN1C(=O)C(=O)NC[C@H]1Cc1cccc2ccccc12	-33	0%	-2	-12%	2%	4%	2%	-3%	-6%	-13%	14
Cc1cccc(N2CN(Cc3cccnc3)CNC2=S)c1C	0	0%	3	-2%	3%	-21%	-7%	0%	-11%	-5%	1
Cc1cc(NC(=O)C2CC(=O)N(c3cccc(Cl)c3)C2)no1 (stereo not given)	1	-2%	0	-1%	-4%	13%	-9%	0%	0%	-3%	0
Cc1nn(-c2ccccc2)c(C)c1/C=N\NS(=O)(=O)c1ccc(Cl)cc1	-1	1%	6	1%	1%	-7%	4%	1%	-1%	-1%	-14
COc1ccc(-c2onc3ccc(C(=O)/C=C/N(C)C)cc23)cc1	-6	?	-2	-1%	-3%	10%	1%	0%	-2%	1%	6
CC(C)(C)CNC(=O)c1cccc2c1C(=O)c1ccc(-c3cc4ccccc4o3)cc1S2(=O)=O	-29	nt	nt	-1%	2%	nt	nt	nt	nt	4%	11
O=C(CC1C(=O)NCCN1Cc1ccccc1C(F)(F)F)NCCN1CCOCC1 (stereo not given)	-4	3%	-6	2%	0%	-3%	-4%	-5%	2%	2%	-12
NC(=O)CSc1c[nH]c2ccccc12	-2	-10%	0	0%	-1%	-37%	2%	-2%	-2%	-1%	-4
O=[N+]([O-])c1ccc(Oc2ccc(S(=O)(=O)N3CCOCC3)cn2)cc1	2	0%	nt	-5%	1%	nt	nt	1%	2%	?	10
CC(C)CC(=O)Nc1ccc2oc(-c3cccnc3)nc2c1	17	13µM*	3	?	?	5%	1%	?	?	6%	-18
Oc1ccccc1N=Nc1nc(-c2ccccc2)c(-c2ccccc2)[nH]1	-35	?	-1	12%	0%	4µM*	4µM*	-17%	-18%	0%	0
CN1CCC(=O)N([C@H](COc2ccccc2)Cc2ccccc2)CC1	12	6%	0	1%	2%	-10%	-8%	-8%	2%	-2%	0
Cn1c(=O)c(=O)n(C)c2cc(S(=O)(=O)NCc3ccc(Cl)cc3)ccc21	14	2%	4	-19%	-2%	-3%	0%	-3%	-11%	2%	-10
CCCCNC(=O)N1CCN(c2ccccc2OCC)CC1	-35	1%	4	-1%	-2%	2%	-19%	0%	-8%	-1%	12
O=C(CCNS(=O)(=O)c1ccccc1)NCCCSc1ccccc1	8	5%	nt	?	2%	8%	2%	-4%	12%	0%	28
COc1ccc(-c2cc(C(=O)N3CCN(c4ccccc4O)CC3)c3ccccc3n2)cc1	-20	0.67µM*	nt	-8%	0%	nt	nt	3.2µM*	2µM*	0%	-8
COc1ccc(N2CCN(CC(=O)NC(=O)NCc3ccccc3)CC2)cc1	-14	7%	nt	-1%	-1%	nt	nt	-5%	-4%	-1%	-3
NC(=O)C1(N2CCCCC2)CCN(C(=O)CSc2nc3ccccc3[nH]2)CC1	15	0%	-2	7%	-4%	-24%	-4%	9%	0%	-2%	-6

Record cards, as listed above:
Fc1ccc(C2c3cccn3CCN2C(=S)Nc2cccc(Br)c2)cc1 (stereo not given) is entered as KCNH2 3.1 inh = -20; FLuc counter = -3%; Coupling enz = -7; uPA surface inh = 5%; ELG1 genotoxic = -3%; RORgamma inh = 8.9µM*; Gal4-VP16 FLuc = ?; NPC1 promoter act = -3%; Rab9 promoter act = -1%; Tb PFK block = 3%; Giardia kill = -4
Cc1ccccc1NC(=O)C12CC3CCC1(C)C3(C)CO2 (stereo not given) is entered as KCNH2 3.1 inh = 6; FLuc counter = -1%; Coupling enz = 0; uPA surface inh = -4%; ELG1 genotoxic = -6%; RORgamma inh = -13%; Gal4-VP16 FLuc = 5%; NPC1 promoter act = 1%; Rab9 promoter act = -4%; Tb PFK block = -6%; Giardia kill = -9

New compounds follow.
SMILES	KCNH2 3.1 inh	FLuc counter	Coupling enz	uPA surface inh	ELG1 genotoxic	RORgamma inh	Gal4-VP16 FLuc	NPC1 promoter act	Rab9 promoter act	Tb PFK block	Giardia kill
COC12NC(=O)N(C)C1(OC)C(=O)N(C)C(=O)N2C (stereo not given)	8	-1%	2	5%	-1%	7%	-5%	-2%	-4%	-6%	-11
Cc1sc2nc(SCC(=O)NCCO)n(C)c(=O)c2c1C	2	7%	1	nt	-3%	43%	2%	-7%	-6%	4%	6
O=c1cc(CNC2CCCCC2)c2ccccc2[nH]1	-28	3%	2	3%	-4%	5%	-4%	-5%	-3%	4%	-7
O=S(=O)(c1ccc(Cl)cc1)N1CCC(O)(CN2CCN(Cc3ccccc3)CC2)CC1	-73*	-2%	3	-3%	-10%	-1%	1%	-6%	-3%	-2%	30[activator]
O=C(c1cccs1)N1CCN(Cc2nc3ccccc3c(=O)[nH]2)CC1	-5	0%	-1	3%	1%	-18%	9%	-6%	-4%	3%	4
O=c1c2ccccc2cnn1Cc1n[nH]c(=S)n1-c1ccc(F)c(Cl)c1	-12	1%	10	-2%	-6%	?	4%	0%	-2%	-1%	13
CC(C)CNC(=O)c1ccccc1NC(=O)c1ccc(CN2CCOCC2)cc1	-2	?	1	-12%	0%	-21%	-8%	-1%	0%	1%	7
O=C(N/N=C/c1ccoc1)c1ccccc1	4	27µM*	1	10%	?	15%	-18%	16%	3%	?	7
C/C(CC(O)(/C=N/O)c1ccccc1)=N\O (stereo not given)	5	2%	0	0%	0%	-24%	13%	1%	-6%	-3%	-5
CN(C)c1nc(Cl)nc(NCCOc2ccccc2)n1	-1	7%	5	11%	4%	19%	15%	-2%	-11%	3%	-9
CN(CC(=O)Nc1ccc(OC(F)(F)F)cc1)C(=O)Cn1c(=O)cnc2ccccc21	1	-1%	nt	14%	-1%	nt	nt	-2%	-3%	-5%	37[activator]
CC(NC(=O)c1cc(COc2c(F)cccc2F)on1)c1cnn(-c2ccccc2)c1 (stereo not given)	-1	17µM*	3	10%	18%	?	6%	23%	?	-7%	7
CC1CCCCN1Cc1c(O)ccc2c(=O)c(-c3ccc(Br)cc3)coc12 (stereo not given)	3	0%	2	-11%	5%	5%	15%	1%	5%	-4%	-7
COC(=O)c1ccc(NC(=O)C2CCCN(S(C)(=O)=O)C2)cc1 (stereo not given)	25	-3%	3	4%	0%	-11%	0%	-1%	13%	-4%	16

Some of these compounds in order of SMILES length, falling.
SMILES	KCNH2 3.1 inh	FLuc counter	Coupling enz	uPA surface inh	ELG1 genotoxic	RORgamma inh	Gal4-VP16 FLuc	NPC1 promoter act	Rab9 promoter act	Tb PFK block	Giardia kill
O=S(=O)(c1ccc(Cl)cc1)N1CCC(O)(CN2CCN(Cc3ccccc3)CC2)CC1	-73*	-2%	3	-3%	-10%	-1%	1%	-6%	-3%	-2%	30[activator]
CC(C)CNC(=O)c1ccccc1NC(=O)c1ccc(CN2CCOCC2)cc1	-2	?	1	-12%	0%	-21%	-8%	-1%	0%	1%	7
C/C(CC(O)(/C=N/O)c1ccccc1)=N\O (stereo not given)	5	2%	0	0%	0%	-24%	13%	1%	-6%	-3%	-5
